All columns: NCI-60 one-dose screen, growth in % after 48 h at 10 µM unless noted; 100 = growth as untreated, 0 = no growth, -100 = all killed.
KM12 – KM12 colon cancer cells. AID 1794800. 5% of 82,000 active
DU-145 – DU-145 prostate cancer. 4.2% of 81,000 active. AID 1794760
OVCAR-5 – OVCAR-5 ovarian cancer; AID 1794783; 2.9% of 82,000 active
HCC-2998 – HCC-2998 colon cancer; 4.7% of 79,000 active; AID 1794799
OVCAR-4 – OVCAR-4 ovarian cancer cells. 3.7% of 80,000 active
OVCAR-3 – OVCAR-3 ovarian cancer; 7% of 79,000 active
SW-620 – SW-620 colon cancer | 5.2% of 82,000 active
OVCAR-8 – OVCAR-8 ovarian cancer | 4.4% of 81,000 active | AID 1794782
PC-3 – PC-3 prostate cancer cells. 3.9% of 80,000 active. AID 1794754
Numbers without * were called inactive; nt = no result given; & = joins results of further samples; ! = not active in a repeat. Rule for the calls: active = growth percent below 10; inactive = the rest.

SMILES | KM12 | DU-145 | OVCAR-5 | HCC-2998 | OVCAR-4 | OVCAR-3 | SW-620 | OVCAR-8 | PC-3
CCOC(=O)CNC(=O)CN(Cc1ccccc1)C(=O)[C@@]1(C)CCC[C@]2(C)[C@H]3C[C@H]4C(C(C)C)=C[C@]3(CC[C@H]21)[C@@H]1C(=O)OC(=O)[C@@H]14 | 53 | 93 | 105 | 70 | 62 | 44 | 79 | 56 | 39
CC(C)(C)C(=O)/C=C/c1ccc(Cl)cc1 | 106 | 110 | 97 | nt | 104 | 109 | 111 | 102 | 96
Cc1cc2nc3ccc(N=Nc4ccc(N(C)C)cc4)cc3n(-c3ccccc3)c-2cc1=N | -91* | -98* | -79* | -82* | -93* | -85* | -89* | -22* | -72*
O=C(O)C1CCC(=O)N1C(=O)OCc1ccccc1 (stereo not drawn) | 115 | 117 | 93 | 104 | 101 | 118 | 101 | 96 | 100
Cc1ccc2ccccc2c1Nc1ccc(Nc2c(C)ccc3ccccc23)c2c1C(=O)c1ccccc1C2=O | 99 | 114 | 95 | nt | 107 | 107 | 109 | 112 | 99
O=[N+]([O-])c1cc(C(F)(F)F)cc([N+](=O)[O-])c1N1CCCC(n2cccc2)C1 (stereo not drawn) | nt | 108 | 97 | 110 | 100 | 112 | 104 | 100 | 103
Cc1ccc(Nc2n[nH]c(-c3cccs3)c2C#N)cc1 | 77 | 105 | 93 | 87 | 95 | 100 | 83 | 99 | 86
CN/C(=C\[N+](=O)[O-])NCCSCc1csc(CN(C)C)n1 | 110 | nt | 135 | 110 | 85 | 115 | 93 | 96 | 94
CSc1nc(COC(=O)NC(C)C)c(COC(=O)NC(C)C)n1-c1ccccc1 | 95 | 128 | 104 | 112 | 104 | 94 | 109 | 107 | 100
CC(C)CNc1nc(NCC(C)C)[nH]c(=O)n1 | 103 | 107 | 109 | 105 | 100 | 97 | 121 | 106 | 104
CN1C(=O)NC(=O)C1c1ccccc1 (stereo not drawn) | 108 | 125 | 104 | 103 | 122 | 115 | 109 | 109 | 85
Cc1c(C(=N)C(C#N)C#N)c(=N)oc2c1ccc1ccccc12 | 101 | 103 | 104 | 80 | 95 | 95 | 92 | 81 | 98
CCOc1ccc(/C=N/Nc2cc(C)nc3ccc(Cl)cc23)cc1 | 33 | 44 | 79 | 27 | 57 | -16* | -73* | 45 | 71
COc1cccc(C(=O)Nc2ccc(-c3cc(=O)c4c(OC)c(OC)c(OC)cc4o3)cc2)c1 | 89 | 88 | 103 | 99 | 89 | 89 | 120 | 70 | 60
COC(=O)N1CCc2cc(O)c(OC)cc2C1(C)Cc1ccccc1 (stereo not drawn) | 94 | 111 | 108 | 108 | 108 | nt | 103 | 111 | 95
Oc1[nH]c2ccc(Cl)cc2c1/C=c1/cc2c(c(-c3ccc(F)cc3)n1)=Nc1ccccc1-2 | 67 | 109 | 102 | 79 | 85 | 91 | 86 | 96 | 71
C/C(=N/NC(N)=S)c1sc(Nc2cccc(Cl)c2)nc1C | 88 | 82 | 87 | 107 | 64 | 77 | 82 | 97 | 75
Cc1ccc(-c2noc(CC(=O)c3ccc([N+](=O)[O-])cc3)n2)cc1 | 98 | 101 | 97 | 103 | 102 | 102 | 102 | 100 | 99
CN(C)c1ccc(/C=N/Nc2nc(N/N=C/c3ccc(N(C)C)cc3)nc(N3CCCCC3)n2)cc1 | 93 | 78 | 96 | 103 | 106 | 66 | 64 | 57 | 85
O=C1/C(=C/c2c(Cl)cccc2Cl)CN(S(=O)(=O)c2ccccc2)C/C1=C\c1c(Cl)cccc1Cl | 75 | 86 | 103 | 103 | 85 | 74 | 89 | 77 | 57
Cc1ccc(Cc2c(C=O)nc(N)[nH]c2=O)c2ccccc12 | 102 | 113 | 117 | 101 | 98 | nt | 103 | 90 | 89
COc1ccc(-c2ccc(-c3ccc(-c4ccc(C(=N)N)cc4)s3)s2)cc1 | 101 | 103 | 100 | 106 | 97 | 102 | 100 | 101 | 84
Cc1cccnc1F | 105 | 113 | 98 | 97 | 106 | nt | 109 | 103 | 106
O=S(=O)(NCCNc1nccc(-c2c(-c3ccc(F)c(O)c3)nc3sccn23)n1)c1ccc(Cl)cc1 | 13 | 44 | 93 | 60 | 33 | 45 | 52 | 22 | 17
CCOC(=O)/C=C/COC(=O)[C@@H]1CCCN1C(=O)CN | 113 | 116 | 118 | 127 | 105 | 117 | 105 | 102 | 102
CCOC(=O)N1CCc2c(sc3c2C(=O)N(Cc2ccccc2)S(=O)(=O)N3)C1 | 98 | 105 | 97 | 103 | 102 | 106 | 100 | 104 | 102
O=[N+]([O-])c1ccc(NN=C(c2ccccc2)c2ccccc2)c([N+](=O)[O-])c1 | 114 | 117 | 118 | 105 | 136 | 117 | 104 | 102 | 116
CCC(=O)Nc1cccc(C(=O)Nc2cccc(NC(C)=O)c2)c1 | 109 | 110 | 96 | 105 | 103 | 115 | 110 | 102 | 106
CCN(CC)Cc1cc2[nH]c3c4ccc(Cl)cc4ncc3c2cc1OC | 2.3*! | 11 | 99&98 | 101&84 | -1.1*! | 88 | 4.6*! | 81&83 | 70&52
CNC(=O)c1cc(Oc2ccc3c(c2)sc2nc(-c4cc(OC)c(OC)c(OC)c4)cn23)ccn1 | 66 | 75 | 104 | 75 | 46 | 72 | 77 | 49 | 34

A draw from above in order of heavy-atom count, low to high:
SMILES | KM12 | DU-145 | OVCAR-5 | HCC-2998 | OVCAR-4 | OVCAR-3 | SW-620 | OVCAR-8 | PC-3
CCOC(=O)/C=C/COC(=O)[C@@H]1CCCN1C(=O)CN | 113 | 116 | 118 | 127 | 105 | 117 | 105 | 102 | 102
C/C(=N/NC(N)=S)c1sc(Nc2cccc(Cl)c2)nc1C | 88 | 82 | 87 | 107 | 64 | 77 | 82 | 97 | 75
Cc1ccc(Cc2c(C=O)nc(N)[nH]c2=O)c2ccccc12 | 102 | 113 | 117 | 101 | 98 | nt | 103 | 90 | 89
CCC(=O)Nc1cccc(C(=O)Nc2cccc(NC(C)=O)c2)c1 | 109 | 110 | 96 | 105 | 103 | 115 | 110 | 102 | 106
O=[N+]([O-])c1ccc(NN=C(c2ccccc2)c2ccccc2)c([N+](=O)[O-])c1 | 114 | 117 | 118 | 105 | 136 | 117 | 104 | 102 | 116
Oc1[nH]c2ccc(Cl)cc2c1/C=c1/cc2c(c(-c3ccc(F)cc3)n1)=Nc1ccccc1-2 | 67 | 109 | 102 | 79 | 85 | 91 | 86 | 96 | 71
CN(C)c1ccc(/C=N/Nc2nc(N/N=C/c3ccc(N(C)C)cc3)nc(N3CCCCC3)n2)cc1 | 93 | 78 | 96 | 103 | 106 | 66 | 64 | 57 | 85

(list continues)
SMILES | KM12 | DU-145 | OVCAR-5 | HCC-2998 | OVCAR-4 | OVCAR-3 | SW-620 | OVCAR-8 | PC-3
Cc1ccn2c(NC(C)(C)CC(C)(C)C)c(-c3ccc(C)o3)nc2c1 | 97 | 105 | 97 | 107 | 85 | 102 | 94 | 109 | 52
COc1ccc(/C=C2/C(=O)N(c3ccccc3)N=C2N)cc1 | 103 | 100 | 98 | 103 | 100 | 104 | 87 | 93 | 94
CC(=O)c1ccc(Nc2nc(NCc3ccccc3)c3ccccc3n2)cc1 | 102 | 107 | 96 | 109 | 106 | 120 | nt | 105 | 107
COC(=O)/C=C1\S/C(=N\NS(=O)(=O)c2ccc(C)cc2)N(Cc2ccccc2)C1=O | 98 | 102 | 110 | 101 | 97 | 105 | 107 | 97 | 95
CC1(C)OCC2OC3OC(C)(C)OC3C(OS(C)(=O)=O)C2O1 (stereo not drawn) | 107 | 109 | 103 | 105 | nt | 113 | 96 | 87 | 104
CCc1ccc(SC2c3ccc(N(CC)CC)cc3Oc3nc(N)c(C#N)c(N)c32)cc1 (stereo not drawn) | -58* | -86* | -84* | -83* | 7.3* | -65* | -25* | 5.1* | -74*
Cc1ccc(S(=O)(=O)N2CCCC2CO)cc1 (stereo not drawn) | 104 | 104 | 86 | nt | 94 | 104 | 97 | 103 | 76
NC(N)=N/N=C/c1ccc(Br)cc1 | 18 | 80 | 74 | 57 | 52 | 62 | 17 | 79 | 28
S=c1[nH]c2cc(-c3ccccc3)ccc2o1 | 100 | 121 | 110 | 100 | 95 | nt | 103 | 102 | 107
CCOC(=O)c1c(NCC(=O)Nc2ccccc2)sc2c1CCCC2 | 101 | 105 | 95 | 108 | 106 | 108 | 97 | 102 | 101
CCCCCCCC(CCCCC)C(=O)OCC (stereo not drawn) | 104 | 111 | 108 | 109 | 124 | 102 | 104 | 104 | 99
Cc1cc(Cl)ccc1NC(=O)Nc1ccc2oc(=O)ccc2c1 | 102 | 110 | 110 | 114 | 104 | nt | 111 | 106 | 99
CCc1ccc(S(N)(=O)=O)cc1 | 103 | 106 | 108 | 107 | 96 | 109 | 103 | 105 | 87
COC(=O)[C@]1(C(C)C)N[C@H](c2cn(-c3ccccc3)nc2-c2ccccc2)[C@@H]2C(=O)N(c3ccc(OC)cc3)C(=O)[C@@H]21 | 104 | 128 | 95 | 106 | 113 | 113 | 105 | nt | 107
N#C/C(=C/c1ccc([N+](=O)[O-])cc1)c1nnc(NC(=O)c2ccc(-n3c(=O)[nH]c4ccccc4c3=O)cc2)s1 | 91 | 83 | 110 | 108 | 96 | 103 | 100 | 93 | 91

3 compounds drawn at random from those above:
SMILES | KM12 | DU-145 | OVCAR-5 | HCC-2998 | OVCAR-4 | OVCAR-3 | SW-620 | OVCAR-8 | PC-3
N#C/C(=C/c1ccc([N+](=O)[O-])cc1)c1nnc(NC(=O)c2ccc(-n3c(=O)[nH]c4ccccc4c3=O)cc2)s1 | 91 | 83 | 110 | 108 | 96 | 103 | 100 | 93 | 91
S=c1[nH]c2cc(-c3ccccc3)ccc2o1 | 100 | 121 | 110 | 100 | 95 | nt | 103 | 102 | 107
CC(=O)c1ccc(Nc2nc(NCc3ccccc3)c3ccccc3n2)cc1 | 102 | 107 | 96 | 109 | 106 | 120 | nt | 105 | 107

Following part.
SMILES | KM12 | DU-145 | OVCAR-5 | HCC-2998 | OVCAR-4 | OVCAR-3 | SW-620 | OVCAR-8 | PC-3
CC(=O)[C@@H]1CC[C@]2(COCCC#N)CC[C@@]3(C)[C@]4(C)CC[C@H]5C(C)(C)[C@@H](OCCC#N)CC[C@]5(C)[C@H]4CC[C@]3(C)[C@@H]12 | 101 | 110 | 129 | 118 | 91 | 96 | 114 | 99 | 61
C/C(=N\NC(=O)c1ccc(S(N)(=O)=O)cc1)c1cc2cc(Br)ccc2o1 | 62 | 88 | 87 | 87 | nt | 100 | 101 | 92 | 81
CC(CO)N(C)C (stereo not drawn) | 98 | 114 | 94 | 99 | 112 | 109 | 112 | 108 | 90
Cc1ccc(-c2ccn(C3=C(c4cccs4)NC(=S)NC3C)c(=O)n2)o1 (stereo not drawn) | 99 | 106 | 97 | 114 | 112 | 105 | 106 | 103 | 65
CN1C[C@@H]2CN(c3cccc4c3C[C@H](CN(C)[C@H]3CCCc5cccnc53)NC4)C[C@@H]2C1 | 76 | 87 | 88 | 77 | 86 | 78 | 77 | 65 | 60
Cc1onc(-c2c(Cl)cccc2Cl)c1C(=O)N[C@@H]1C(=O)N2[C@@H]1SC(C)(C)[C@@H]2C(=O)O | 105 | 106 | 106 | 106 | 106 | 110 | 108 | 100 | 90
O=C(Cn1ccc(Nc2ccccc2)cc1=O)Nc1ccccc1 | 100 | 107 | 105 | 106 | 83 | 103 | 104 | 106 | 92
O=C(Cn1c(/C=C/c2ccccc2)nc2ccccc2c1=O)Nc1ccccc1 | 101 | 75 | 96 | 95 | -0.3* | 78 | 76 | 44 | 76
O=C(Cn1cc(F)c(=O)[nH]c1=O)c1ccco1 | 114 | 101 | 99 | 108 | 102 | 107 | 105 | 103 | 100
Cc1ccc2c(n1)C(=O)C(Cl)=C(Nc1ccc(C(C)C)cc1)C2=O | 58 | 16 | 103 | 3.7* | -74* | -56* | -23* | 8.8* | 54
C[C@]12C=CC(=O)C=C1CCC1C2C(=O)C[C@@]2(C)C1CC[C@]2(O)C(=O)CO (stereo partly drawn) | nt | nt | nt | 109 | 117 | nt | 111 | 108 | 100
c1csc(C2Nc3ccccc3N2)c1 | 102 | 102 | 105 | 113 | 87 | 96 | 98 | 100 | 88
O=C(NNS(=O)(=O)c1ccc([N+](=O)[O-])cc1)c1ccccc1 | 110 | 113 | 109 | 100 | 98 | nt | 113 | 106 | 102
COc1ccc(-c2nn(-c3ccccc3)cc2C2C(C(=O)Nc3ccccn3)=C(C)NC(C)=C2C(=O)Nc2ccccn2)cc1 | 99 | 107 | 97 | 118 | 101 | 90 | 109 | 108 | 93
COC(=O)CNC(=O)COc1c(OC)c(OC)cc2oc(-c3cccc(C(=O)Nc4ccc(Cl)cc4)c3)cc(=O)c12 | 42 | 34 | 91 | 74 | 6.2* | 56 | 51 | -69* | 35
O=C(OCc1ccc2c(Br)cc(Br)c(O)c2n1)N1CCN(C(=O)c2cc3cc(F)ccc3[nH]2)CC1 | 94 | 103 | 91 | 104 | 84 | 101 | 86 | 89 | 87
CC(C(=O)NCCc1c[nH]c2ccccc12)N1C(=O)/C(=C/c2cccs2)SC1=S (stereo not drawn) | 100 | 112 | 101 | 120 | 92 | 98 | 97 | 97 | 89
O=c1[nH]c2ccc(Cl)cc2cc1CSc1nccc(-c2ccc3ccccc3c2)n1 | 96 | 96 | 118 | 105 | 88 | 113 | 100 | 90 | 81
O=C1NC(c2ccccc2)=CC(c2ccc3c(c2)OCO3)N1 (stereo not drawn) | 74 | 98 | 101 | 103 | 97 | 92 | 83 | 93 | 100
CC#CC#Cc1cccc(=O)o1 | 59 | 100 | 101 | 96 | 92 | 7.7* | 27 | 66 | 79
COC(=O)C(c1ccccc1)C(Br)C(=O)c1ccc(Cl)cc1 (stereo not drawn) | 100 | 100 | 97 | 109 | 98 | 104 | 122 | 93 | 92
O=C(NCc1cn(Cc2cccc(Oc3ccccc3)c2)nn1)c1cccnc1Nc1ccc(F)cc1 | 34 | 64 | 89 | 63 | 86 | 36 | 45 | 67 | 89
COc1cc2nncc(SC)c2cc1OC | 99 | 107 | 101 | 95 | 105 | 120 | 104 | 103 | 102

High-throughput results: PubChem BioAssay, NCI
